Pol beta inh: blocks human DNA polymerase beta activity; 340,000 compounds, 1.3% hits; Pol beta primer extension/strand displacement, fluorescence kinetic; P06746; Potency, µM (highest dose often 114 µM), inactives show at the top dose activity change, negative = inhibition, most hits filed as inhibitors; further: potency means the concentration at half of the fitted maximal effect; on the % scale 0 is the no-effect control and ±100 the full control effect
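Curves were derived by four-parameter Hill fits of normalized qHTS data. The kinetic fluorescent primer-extension read was taken at 0 and 10 min after 50 nM substrate, following a 15 min room-temperature preincubation of 10 nM enzyme with compounds.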
Apoferritin bind: candidate novel general anesthetic via apoferritin binding; apoferritin/1-aminoanthracene competitive binding, fluorescence; Potency, µM (doses to about 77.5 µM), for inactives: top-dose activity change, negative = displacement, hits mostly inhibitors; 350,000 compounds, 0.074% hits; AID 485281; further: potency means the concentration at half of the fitted maximal effect; on the % scale 0 is the no-effect control and ±100 the full control effect; nearly all actives have a fitted effect of over 20% in size
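Probe: 1-aminoanthracene (50% saturated, PBS). Protein: horse-spleen apoferritin, 10 uM. Incubation: 10 min, room temperature. Detection: 380 nm excitation, 535 nm emission. Analysis: normalized response, four-parameter Hill.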
APEX1 inh: inhibitors of human APE1 endonuclease | P27695 | recombinant APE1, TAMRA/BHQ-2 abasic DNA cleavage fluorescence | Potency, µM (top dose mostly 65.8 µM), inactives show at the top dose activity change, negative = inhibition, most hits filed as inhibitors | 350,000 compounds, 0.35% hits;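 further: potency means the concentration at half of the fitted maximal effect; plate controls were vehicle for no effect and reference inhibitor for full effect; nearly all actives have a fitted effect of over 55% in size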
Target sequence (P27695 whole entry, looked up): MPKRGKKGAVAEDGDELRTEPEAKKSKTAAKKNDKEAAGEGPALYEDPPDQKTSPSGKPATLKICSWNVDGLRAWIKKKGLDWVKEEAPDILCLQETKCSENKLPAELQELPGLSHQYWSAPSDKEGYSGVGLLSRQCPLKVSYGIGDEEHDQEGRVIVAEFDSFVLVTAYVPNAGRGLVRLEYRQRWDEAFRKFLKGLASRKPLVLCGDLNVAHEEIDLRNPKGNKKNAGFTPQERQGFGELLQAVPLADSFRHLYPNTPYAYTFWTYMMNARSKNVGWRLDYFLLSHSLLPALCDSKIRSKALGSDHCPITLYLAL
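Quantitative HTS: incision of a TAMRA/BHQ-2 double-stranded substrate bearing a tetrahydrofuran abasic site by 0.75 nM APE1 raises fluorescence. Substrate 50 nM final, added after 15 min compound preincubation at room temperature; progress as third-minus-first kinetic read difference.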
Pol eta inh: DNA polymerase eta (human) inhibition | 390,000 compounds, 1.2% hits | recombinant Pol eta, fluorescent DNA replication assay | Q9Y253 | Potency, µM (highest dose often 114 µM), without a hit: at the highest dose activity change, negative = inhibition, usual class: inhibitors | AID 588591; further: potency means the concentration at half of the fitted maximal effect; on the % scale 0 is the no-effect control and ±100 the full control effect
Target sequence (Q9Y253 whole entry, looked up): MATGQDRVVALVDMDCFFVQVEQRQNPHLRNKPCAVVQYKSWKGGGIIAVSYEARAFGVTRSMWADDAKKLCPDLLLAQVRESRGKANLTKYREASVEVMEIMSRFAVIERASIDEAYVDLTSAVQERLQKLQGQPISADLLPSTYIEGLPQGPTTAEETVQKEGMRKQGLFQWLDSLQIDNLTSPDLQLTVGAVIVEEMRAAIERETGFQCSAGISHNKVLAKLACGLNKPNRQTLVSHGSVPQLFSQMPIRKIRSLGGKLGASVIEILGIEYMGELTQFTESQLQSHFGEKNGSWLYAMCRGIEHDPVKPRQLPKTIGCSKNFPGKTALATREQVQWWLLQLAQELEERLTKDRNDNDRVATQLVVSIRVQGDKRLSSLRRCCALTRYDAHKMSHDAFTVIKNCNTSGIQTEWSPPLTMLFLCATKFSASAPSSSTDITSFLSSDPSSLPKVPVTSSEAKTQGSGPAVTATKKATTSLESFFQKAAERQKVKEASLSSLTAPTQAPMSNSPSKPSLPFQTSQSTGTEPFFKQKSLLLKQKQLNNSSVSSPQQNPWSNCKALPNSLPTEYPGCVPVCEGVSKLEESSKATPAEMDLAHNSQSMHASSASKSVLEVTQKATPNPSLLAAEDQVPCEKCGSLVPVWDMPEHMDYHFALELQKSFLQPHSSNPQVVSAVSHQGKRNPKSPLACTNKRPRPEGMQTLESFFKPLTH
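Fluorescent replication assay: 50 nM final substrate added after a 15 min room-temperature compound preincubation with 10 nM enzyme. Signal taken at 0 min and again at 10 min.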
GRP78 ERSR act: induces the endoplasmic reticulum stress response in human glioma cells; U87-MG GRP78 promoter luciferase reporter, 16 h; Potency, µM, without a hit: at the highest dose activation, most hits filed as activators; 420,000 compounds, 0.02% hits; AID 602332; further: potency means the concentration at half of the fitted maximal effect; series mostly up to about 76 µM; % of control where 0% means no effect; nearly all actives have a fitted effect of over 35% in size
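ERSR induction read as luciferase luminescence (Bright-Glo, 10 min at room temperature) in stably transfected human U87-MG glioma cells exposed to compounds for 16 h, using GRP78 as sensor.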
Pol iota inh: inhibitors of human DNA polymerase iota; Pol iota fluorescent replication assay, 10 min; Potency, µM (highest dose often 115 µM), for the others: top-dose activity, negative = inhibition, hits mostly inhibitors; 390,000 compounds, 1% hits; AID 588590; further: potency means the concentration at half of the fitted maximal effect
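Fluorescent replication assay read twice, at 0 min and 10 min after adding 50 nM (final) substrate. Enzyme (10 nM) and compounds were first incubated 15 min at room temperature; enzyme-free buffer wells were negative controls.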
BLM inh: Bloom syndrome helicase (human) inhibition; P54132; recombinant BLM DNA unwinding, fluorescence dequenching; Potency, µM (titrated, usually from 56.1 µM), for the others: at the top dose activity change, negative = inhibition, hits mostly inhibitors; 350,000 compounds, 0.2% hits;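 further: potency means the concentration at half of the fitted maximal effect; plate controls were vehicle for no effect and no enzyme for full effect; nearly all actives have a fitted effect of over 35% in size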
LDHA block: blocks human lactate dehydrogenase A; P00338; purified LDHA, NADH/diaphorase-resazurin fluorescence; hits give low values; activity change, % (values are at about 110 or 230 µM); 480,000 compounds, 0.15% hits; AID 1347041; in the data active means activity change below about -30%; inconclusive means mostly about -25% to -30%;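 further: plate controls were DMSO wells for no effect and wells without enzyme for full effect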
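LDH5 2 nM; NADH 0.06 mM, pyruvate 0.2 mM; 200 mM Tris pH 7.4, EDTA, Tween-20; 5 min RT. Detection: diaphorase 0.133 mg/mL + resazurin 37 µM, fluorescence ex540/em590 at 0 and 20 min; normalized to enzyme-free and DMSO wells.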
POLK inh: inhibitors of human DNA polymerase kappa; purified Pol kappa, fluorescent DNA synthesis assay, 10 min; 400,000 compounds, 0.53% hits; AID 588579; Potency, µM (highest dose often 107 µM), for inactives: at the top dose activity, negative = inhibition, actives largely listed as inhibitors; further: potency means the concentration at half of the fitted maximal effect; on the % scale 0 is the no-effect control and ±100 the full control effect
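50 nM final substrate added after 15 min RT preincubation of 10 nM Pol kappa with compound; fluorescence read at 0 and 10 min.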
Active calls of the source: *; ? = inconclusive; . = not tested or not shown; & = joins results of further samples; [ ] = dose if it differs, or a comment. Unless noted, the call rests on the fitted dose curve; in most records, active means well fitted curve in the direction sought with a large enough effect; inconclusive means small, poorly fitted or top-dose-only effect, or another doubt; inactive means no such curve, though single readings can be large; an effect the other way counts as inactive or inconclusive. This is a subset; count on the stated rates, not on these rows.

#	mol	Pol beta inh	Apoferritin bind	APEX1 inh	Pol eta inh	GRP78 ERSR act	Pol iota inh	BLM inh	LDHA block	POLK inh
1	Clc1ccc(-c2csc3ncnc(N4CCc5ccccc5C4)c23)cc1	33%	2%	1%	-7%	-4%	2%	-3%	0	-6%
2	Cc1cccc(N2CCN(C(=O)Cc3c(C(=O)O)[nH]c4ccc(Cl)cc34)CC2)c1C	2%	-18%	3%	-4%	12%	-11%	-3%	-5	-40%
3	COc1ccc(NC(=O)Cc2csc(C)n2)cc1	19%	-14%	.	13%	-1%	-2%	1%	2	11%
4	CCCCNc1nc(CC(C)=O)ns1	4%	-5%	4%	1%	0%	3%	0%	-6	-1%
5	COc1ccc(S(=O)(=O)N2CCC(C(=O)N[C@H](C(=O)N3CCCC3)C(C)C)CC2)cc1	-11%	-2%	15%	-25%	4%	52%[activator]	1%	-5	-19%
6	O=C(Cn1cc(C(F)(F)F)ccc1=O)N1CCc2ccccc2C1	.	.	-7%	-2%	-4%	2%	.	-3	-4%
7	Cc1nc(CCNC(=O)COc2ccccc2)cs1	-25%	-5%	-4%	5%	-2%	11%	-3%	1	-4%
8	O=C(NCCO)c1ccc2nc(Cc3cccc(Cl)c3)oc2c1	16%	-11%	7%	-9%	3%	22%	3%	-4	1%
9	C[C@H]1C=C(C(=O)NCc2nc3ccccc3[nH]2)O[C@@H](OCCCCO)C1	.	.	.	6%	-2%	6%	.	-5	-2%
10	CCN1CCN(C2=C(Cl)C(=O)N(Cc3ccccc3)C2=O)CC1	7%	4%	-3%	-18%	-4%	-9%	-4%	-3	4%
11	Cc1ccc(S(=O)(=O)N2CCOCC2)cc1NC(=O)COc1cccc(Oc2ccccc2)c1	.	.	-2%	-6%	-4%	23%	.	0	-4%
12	O=C1C2CCCN2C(c2ccc(F)cc2)N1c1cccc(Cl)c1 (stereo unspecified)	4%	-5%	4%	-13%	-2%	-17%	0%	1	-15%
13	Cc1ccccc1C(=O)NC(=S)Nc1ncccn1	18%	0%	22%	-6%	3%	2%	-1%	-1	1%
14	O=c1cc(COn2nnc3ccc(C(F)(F)F)cc32)nc2sccn12	-22%	-13%	-1%	-18%	-3%	8%	-3%	-10	-7%
15	COc1ccc(CNC(=O)CN2CCN(S(=O)(=O)c3cccs3)CC2)cc1OC	0%	-3%	1%	-10%	-2%	-6%	2%	-1	-11%
16	Cc1ccc(SCc2c(C(=O)N/N=C/c3ccoc3)nnn2-c2nonc2N)cc1	13%	-16%	11%	-9%	3%	-14%	-13%	-6	-15%
17	Cc1ccc(C(N)=S)c(C)c1	-1%	-10%	2%	-7%	0%	-10%	1%	-12	-3%
18	CN1CCC(NC(=O)Cc2c(F)cccc2Cl)CC1	18%	5%	6%	-13%	-3%	0%	1%	1	-13%
19	Cn1cccc1C(=O)N1CCC2(CCCN(Cc3ccccc3)C2)CC1	.	.	18%	.	-3%	.	6%	.	-5%[60.1 µM]
20	COc1ccc(C(=O)N2CCN(C3CCC(c4ccccc4)CC3)CC2)cc1OC (stereo unspecified)	-19%	2%	15%	-16%	-2%	?	-1%	-10	9%
21	c1cncc(CSc2ccc(-c3cccs3)nn2)c1	3%	?	-1%	-12%	-3%	136%[activator]	1%	-9	0%
22	O=C(c1ccccc1F)N1CCOCC1	13%	0%	2%	-14%	-1%	0%	-2%	-2	8%
23	O=C(CCCN1C(=O)/C(=C/c2cccc(Br)c2)SC1=S)Nc1cccnc1	-6%	-22%	-9%	?	-2%	?	-13%	-1	-18%
24	CC(C)(C)c1ccc(C2/C(=C(\O)c3ccc4c(c3)OCCO4)C(=O)C(=O)N2CCCN2CCOCC2)cc1 (stereo unspecified)	2%	-8%	40%	-9%	0%	9%	-1%	-1	5%
25	Cc1ccc(S(=O)(=O)N2CCCCC2)cc1NC(=O)c1ccc2ccccc2n1	36%	-6%	5%	-14%	1%	8%	-4%	-2	0%
26	O=c1c2ccccc2nnn1CSc1nnc(-c2cccnc2)n1-c1ccccc1F	6%	-14%	15%	3%	-8%	-5%	0%	-4	-20%
27	CC(=O)NN1C(=O)c2ccccc2NC1c1cccc([N+](=O)[O-])c1 (stereo unspecified)	28%	2%	18%	-14%	-5%	141%[activator]	-5%	-3	3%
28	COc1cc(OC)c(NS(=O)(=O)c2ccc3oc(=O)c4ncn(C)c4c3c2)cc1Cl	-24%	8%	.	1%	?	?	-6%	-3	-13%
29	CCOc1cc(/C=N/NS(=O)(=O)c2ccccc2)ccc1OS(=O)(=O)c1ccc(C)cc1	14%	-13%	-7%	-23%	-4%	7%	-15%	-2	-5%
30	CCN(CC(=O)Nc1c(F)cccc1F)C(=O)c1ccc(COc2ccccc2)o1	.	.	19%	0%	-5%	22%	.	-3	-19%

Entries of single compounds, looked up by structure:
`c1cncc(CSc2ccc(-c3cccs3)nn2)c1` in the list: Pol beta inh: 3%; Apoferritin bind: ?; APEX1 inh: -1%; Pol eta inh: -12%; GRP78 ERSR act: -3%; Pol iota inh: 136%[activator]; BLM inh: 1%; LDHA block: -9; POLK inh: 0%
`Clc1ccc(-c2csc3ncnc(N4CCc5ccccc5C4)c23)cc1` in the list: Pol beta inh: 33%; Apoferritin bind: 2%; APEX1 inh: 1%; Pol eta inh: -7%; GRP78 ERSR act: -4%; Pol iota inh: 2%; BLM inh: -3%; LDHA block: 0; POLK inh: -6%

Other compounds.
#	mol	Pol beta inh	Apoferritin bind	APEX1 inh	Pol eta inh	GRP78 ERSR act	Pol iota inh	BLM inh	LDHA block	POLK inh
31	O=C(Oc1c(Br)cc(Br)c2cccnc12)N1CCCCC1	7%	-13%	5%	-12%	0%	1%	-3%	-3	-19%
32	COc1ccc(C)cc1N(CC(=O)Nc1cccc(N(C)S(C)(=O)=O)c1)S(C)(=O)=O	12%	-2%	-3%	-10%	-3%	6%	0%	2	-12%
33	O=C(Nc1ccccc1)C1CCCN1/C=C/C(=O)C(F)(F)F (stereo unspecified)	3%	-9%	5%	1%	-3%	81%[activator]	1%	-1	-2%
34	Cc1nc2scc(-c3ccc(Cl)cc3)c2c(=O)n1N	22%	5%	-3%	-13%	-1%	3%	-4%	-5	1%
35	CC(=O)Nc1c(C)nn(-c2ccccc2)c1N1CCC(C(=O)Nc2ccccc2F)CC1	-3%	-10%	.	-12%	0%	8%	-2%	-8	-5%[60.1 µM]
36	CCOC(=O)N1CCN(CC(=O)c2c(C)[nH]c3ccccc23)CC1	-14%	-3%	-5%	-19%	-6%	?	-1%	0	-8%
37	COCCNC(=O)CSc1nc2cc3c(cc2c(=O)n1CCCC(=O)NCc1ccc(OC)cc1)OCO3	-12%&13%	-5%&2%	2%	-3%&4%	-4%&-1%	135%&4%[activator]	2%&3%	-8&2	-12%
38	CSc1ccc(/C=C(\C#N)C(=O)NC2CCCCC2C)cc1 (stereo unspecified)	0%	?	-2%	-6%	?	19%	-11%	-10	-7%
39	Cc1occc1-c1nnc(SCC(=O)Nc2c(F)cccc2F)n1C	.	.	28%	-17%	-5%	-3%	.	1	1%
40	c1ccc(Oc2cccc3cccnc23)nc1	20%	-9%	1%	-11%	-4%	9%[58.9 µM]	-3%	-7	-4%
41	COc1ccc(CNC(=O)C(=O)NCC2CCCO2)cc1 (stereo unspecified)	24%	?	4%	-2%	-3%	?	-3%	-4	-1%
42	Nc1c(NCc2ccccc2)c(=O)[nH]c(=O)n1Cc1ccccc1	1%	-11%	-4%	-9%	-1%	12%	-1%	-3	3%
43	Cc1cn(C2OC(CC(=O)Oc3ccccc3)C(O)C2O)c(=O)[nH]c1=O (stereo unspecified)	.	.	.	-11%	-2%	14%	.	-3	2%
44	CN(C(=O)c1ccccc1C(=O)OCC(=O)Nc1ccccc1)c1ccccc1	.	.	-5%	-1%	0%	-5%	.	-6	-7%
45	COc1ccc(C(=O)N2N=C(c3ccc(NS(C)(=O)=O)cc3)CC2c2cccs2)cc1 (stereo unspecified)	14%	-18%	-9%	-5%	-2%	40%[activator]	-6%	-1	-11%
46	O=C(Nc1ccn(Cc2ccccc2)n1)c1cccc(Cn2cc([N+](=O)[O-])cn2)c1	2%	1%	-4%	-15%	-1%	17%	-4%	-9	-13%
47	O=C(c1ccccc1F)N1CCN(c2ccc([N+](=O)[O-])cc2-n2cccc2)CC1	13%	-1%	11%	-11%	-4%	-5%	-8%	6	6%
48	CCCCC/C=C\C\C=C/C=C/C=C/[C@@H](SCC(NC(C)=O)C(=O)O)[C@@H](O)CCCC(=O)O (stereo partly specified)	.	3%	1%&0%	.	-3%	.	4%	.	5%[19.4 µM]
49	O=C1CN(C(=O)c2cc(F)cc(F)c2)c2ccccc2N1	-7%	-1%	63%[activator]	12%	-4%	28%	-2%	-10	2%
50	Cc1ccc(N/C(=C\C(=O)c2ccccc2)C(=O)O)cc1	1%	-20%	14%	-15%	3%	22%	-5%	3	-8%
51	COc1ccc2c(c1)cc(C(O)c1ccccn1)n2S(=O)(=O)c1ccccc1 (stereo unspecified)	33%	-7%	?	-4%	2%	13%	-3%	2	-10%
52	Cc1cc([N+](=O)[O-])c(NCCCCCCO)c([N+](=O)[O-])c1	.	.	.	-12%	5%	8%	.	2	-1%
53	Cc1ccnc(NS(=O)(=O)c2ccc(NC(=O)/C=C/c3cccs3)cc2)n1	-30%	-12%	-2%	-5%	3%	?	-6%	-8	-12%
54	Cc1cc(C(=O)Nc2ccccc2)oc(=O)c1	0%	47%[activator]	6%	-13%	3%	31%[activator]	-11%	-8	-5%
55	Clc1ccccc1-c1nnc2sc(C3COc4ccccc4O3)nn12 (stereo unspecified)	10%	6%	5%	-2%	-2%	-2%	-8%	-1	-18%
56	O=C(C1CCN(S(=O)(=O)c2cccs2)CC1)N1CCCC(C(F)(F)F)C1 (stereo unspecified)	55%	-7%	-1%	-13%	1%	19%	-1%	-7	-12%
57	COC(=O)c1cc2sc(Cl)cc2n1Cc1c(C)cc(C)cc1C	30%	14%	.	-16%	-4%	36%[activator]	-4%	-2	13%
58	CCN(c1ccccc1)S(=O)(=O)c1cc(OC)ccc1OC	15%	-18%	2%	-17%	-1%	6%	-1%	0	-5%

Compound activity (PubChem)
